LEDGF integ inh = blockers of LEDGF/p75-dependent integrase strand transfer – biochemical, TR-FRET, high throughput, primary screen | HIV-1 integrase (with human LEDGF/p75) | TR-FRET IN-LEDGF/p75 DNA integration, Eu/Cy5 | inhibition, % at 3.7 µM | 370,000 tested, 0.64% active | AID 743269, 2014;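 active = inhibition above the screen-wide mean plus 3 SD, cut at about 13% in these data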;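 note: signal is the Cy5 over europium emission ratio at 671 and 618 nm; 0% = plate median of compound wells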
SIAE inh = human SIAE inhibitors, primary screen, biochemical, fluorescence polarization, FP-Rh probe, 1536-well HTS; SIAE FP-Rh probe binding; Sialate O-acetylesterase (Homo sapiens), Q9HAT2; 370,000 tested, 0.69% active; inhibition, % at 9.66 µM;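 active = inhibition above a cutoff: mean of compounds within the control limits plus 3 SD of those, cut at about 17% in these data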;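 note: 0% = plate median of compound wells and 100% = probe without SIAE protein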
Target sequence (Q9HAT2 whole entry, looked up): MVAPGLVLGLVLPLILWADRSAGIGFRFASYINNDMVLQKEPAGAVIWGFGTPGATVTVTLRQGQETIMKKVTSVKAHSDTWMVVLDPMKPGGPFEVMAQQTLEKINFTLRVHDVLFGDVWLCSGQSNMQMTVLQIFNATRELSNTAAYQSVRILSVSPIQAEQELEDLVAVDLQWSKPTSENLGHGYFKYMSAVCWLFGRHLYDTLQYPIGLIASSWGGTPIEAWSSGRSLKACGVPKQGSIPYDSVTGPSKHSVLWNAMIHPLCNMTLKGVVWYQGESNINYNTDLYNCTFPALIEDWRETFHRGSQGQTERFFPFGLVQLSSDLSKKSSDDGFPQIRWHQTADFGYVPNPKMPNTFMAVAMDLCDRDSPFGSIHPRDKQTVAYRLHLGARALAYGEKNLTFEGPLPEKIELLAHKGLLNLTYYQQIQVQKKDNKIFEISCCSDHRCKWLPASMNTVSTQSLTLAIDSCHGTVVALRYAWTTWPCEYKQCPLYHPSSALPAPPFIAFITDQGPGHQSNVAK
TDP2 inh = human TDP2 enzyme inhibitors, primary screen, biochemical, epi absorbance, recombinant enzyme; Tyrosyl-DNA phosphodiesterase 2 (Homo sapiens), O95551; T5PNP hydrolysis, p-nitrophenol absorbance 415 nm; inhibition, % at 12.8 µM; 370,000 tested, 0.34% active;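 active = inhibition above the mean of all tested compounds plus 3 SD, set per campaign, cut at about 25% in these data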;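 note: 0% = DMSO with enzyme and 100% = buffer with substrate but no TDP2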
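test system = human TDP2 enzyme | input = TDP2 enzyme at 120 nM final | medium = 50 mM Tris-HCl pH 7.5 with Mg2+, KCl, DTT, BSA | also added = T5PNP substrate, 5 mM | times = 2 h at 37 °C | technique = epi absorbance | benchmarks = high control without enzyme, low control DMSO plus TDP2 | replication = each compound tested once, singlicate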
PG9 binder = binders of HIV-1 gp120 antibody PG9, primary screen, biochemical, TR-FRET; HIV-1 gp120 / PG9 antibody interaction; TR-FRET gp120-PG9 antibody binding; inhibition, % at 6.7 µM; 360,000 tested, 0.43% active; in the data active = inhibition above about 8.5%
ABHD4 inh = ABHD4 inhibitors, primary screen, biochemical, fluorescence polarization, mouse | (Lyso)-N-acylphosphatidylethanolamine lipase (Mus musculus), Q8VD66 | purified mABHD4, FP-Rh probe fluorescence polarization | 370,000 tested, 0.54% active | AID 720543, 2013 | inhibition, % at 8.92 µM;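 active = inhibition exceeding the mean over every tested compound plus 3 SD, cut at about 30% in these data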;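 note: 0% = plate median of compound wells and 100% = S159A mutant with DMSO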
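Test system: mABHD4 protein | Buffer or medium: HEPES pH 7.0 buffer, 150 mM NaCl, 0.01% Pluronic F-127 | Probe or stimulus: FP-Rh fluorescent activity-based probe, added after compound pre-incubation | Timing: Pre-incubation 45 min, probe exposure 60 min, at 25 °C | Technique: Fluorescence polarization, excitation 525 nm, emission 598 nm, BODIPY TMR filters | Repeats: Single well per compound (singlicate)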
TCR-CD3 inh = inhibitors of human TCR-CD3 interaction, primary screen, biochemical, fluorescence, TAMRA-labeled TCR probe; T-cell receptor (TCR); inhibition, % at 9.4 µM; 360,000 tested, 0.37% active; in the data active = inhibition above about 19%;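 note: recombinant mutant TCR 2C K166C tagged with TAMRA read by polarization; 0% = receptor in buffer alone and 100% = receptor with positive control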
Tn7 DDE FP = inhibitors of Tn7 peptide binding to fibrin DD(E), primary screen, biochemical, fluorescence polarization, human fibrin, Tn7 probe | inhibition, % at 8.3 µM | 370,000 tested, 0.13% active | FP displacement of FITC-Tn7 peptide from fibrin DD(E); 0% = median of compound wells per plate | Fibrinogen beta chain (Homo sapiens), P02675;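 active = inhibition above the mean of compounds falling within the control limits plus 3 SD of them, cut at about 14% in these data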;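 note: 0% = plate median of compound wells and 100% = 10 µM Aha-Tn7 peptide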
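Measure: % inhibition scaled between sample-field median and high-control FP; Test system: human fibrin DD(E); Quantity: 2 µM final DD(E) protein; Doses: one dose, 8.3 µM nominal; Schedule: compound with protein 10 min, then 3 h after probe, room temperature; Detection: fluorescence polarization; Medium: Tris buffer with calcium and detergent, pH 7.8.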
HTRA1 inhibitor = HTRA1 serine protease inhibitors, primary screen, biochemical, fluorescence polarization, HTS; Q92743; AID 504803, 2011; recombinant HTRA1, FP-rhodamine activity-based probe; inhibition, % at 5.96 µM; 340,000 tested, 0.5% active; in the data active = inhibition above about 36%;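 note: 0% = enzyme with DMSO and 100% = wells lacking enzyme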
Target sequence (Q92743 whole entry, looked up): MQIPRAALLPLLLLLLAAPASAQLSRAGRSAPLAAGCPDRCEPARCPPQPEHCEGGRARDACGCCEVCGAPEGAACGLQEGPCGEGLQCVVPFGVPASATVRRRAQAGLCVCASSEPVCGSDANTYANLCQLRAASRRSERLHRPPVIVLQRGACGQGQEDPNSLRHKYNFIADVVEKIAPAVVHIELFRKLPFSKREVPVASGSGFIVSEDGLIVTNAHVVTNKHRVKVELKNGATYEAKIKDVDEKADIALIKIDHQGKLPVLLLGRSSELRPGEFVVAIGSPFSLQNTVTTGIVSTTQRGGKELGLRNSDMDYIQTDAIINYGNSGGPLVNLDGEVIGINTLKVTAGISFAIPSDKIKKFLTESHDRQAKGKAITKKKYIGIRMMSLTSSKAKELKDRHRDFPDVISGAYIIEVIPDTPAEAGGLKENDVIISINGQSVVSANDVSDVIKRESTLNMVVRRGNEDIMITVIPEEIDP
PRMT1 FP inh = PRMT1 methyltransferase inhibitors, primary screen, biochemical, fluorescence polarization. Protein arginine N-methyltransferase 1 (Homo sapiens), Q99873. recombinant PRMT1, activity-based probe fluorescence polarization. inhibition, % at 2.79 µM. 370,000 tested, 1.3% active. AID 652257, 2013;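 active = inhibition above about 21% made by adding two undisclosed values, limit read from the data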
UHRF1 MBD2 ctr = UHRF1 methylated DNA binding inhibitors, primary screen, counter-screen for MBD2 inhibitor project, biochemical, TR-FRET, human UHRF1, single concentration; E3 ubiquitin-protein ligase UHRF1 (Homo sapiens), Q96T88; UHRF1 binding to methylated oligo; inhibition, % at 4.4 µM; 370,000 tested, 0.75% active; in the data active = inhibition above about 21%;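 note: UHRF1 SRA domain binding a hemimethylated CpG hairpin DNA probe; 0% = median of test compound wells and 100% = reference inhibitor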
* marks the source's active call; other numbers are inactive results; · = no result given.

SMILES	LEDGF integ inh	SIAE inh	TDP2 inh	PG9 binder	ABHD4 inh	TCR-CD3 inh	Tn7 DDE FP	HTRA1 inhibitor	PRMT1 FP inh	UHRF1 MBD2 ctr
CCCNC(=O)C1(C)CCN(C(=O)c2cccnc2Oc2ccccc2)C1 (centres undefined)	-1	2	0	-0.7	-2	-5	-4	·	2	20
COC(=O)[C@@]12CCCN1[C@H](c1ccc(-c3ccc(F)cc3)c(OC)c1)[C@H]1C(=O)N(C)C(=O)[C@H]12	3	3	-6	-0.5	3	0	4	-4	0	2
Cc1ccc(C)c(NC(=O)CS(=O)(=O)c2c[nH]c3ccccc23)c1	3	-6	-3	0.3	-3	2	-2	-5	1	4
Cc1ccc(NC2=C(N3CCOCC3)C(=O)c3ccccc3C2=O)cc1	30*	-4	60*	-1.3	6	2	3	4	7	15
C=CCNC(=O)c1ccccc1NC(=O)c1cccc2ccccc12	0	-1	-11	-2.0	-10	1	9	-10	0	0
COCCNC(=O)c1csc2c1CCCC2	-2	0	0	0.4	7	0	-3	1	-2	3
Cc1ccccc1CNC(=O)c1ccc2ccccc2n1	3	9	3	0.5	-13	-1	4	-16	-1	1
Fc1ccccc1-c1cc2ncccc2cn1	-3	-1	-10	0.9	4	-1	-2	5	0	14
Cc1cc(C(=O)NCC(c2ccco2)N(C)C)no1 (centres undefined)	0	4	-1	1.6	2	-1	-5	5	-6	-2
CSc1ncccc1C(=O)NC1CCCCCCC1	4	-2	0	-3.2	-7	-1	-4	1	-8	3
CCOC(=O)Sc1nc2ncncc2[nH]1	-2	11	-13	-2.5	-1	4	-11	-5	-2	-5
C/C(CC(=O)NC(C)C)=N\NC(=O)COc1cc(C)c(Br)cc1Br	1	-4	-4	-1.5	-1	-6	0	-8	1	-2
C/C(=N\NC(=S)NCCc1ccccc1)c1ccc(Cl)cc1	1	1	-9	-3.4	-20	5	-4	-32	1	-5
O=C(c1ccc2nc3ccc(Cl)cc3c(=O)n2c1)N1CCOCC1	-2	1	-5	1.5	3	5	2	6	-3	0
O=C(O)c1ccc(-n2c(-c3ccccc3)n[nH]c2=S)cc1	2	8	0	0.4	6	6	-4	2	-1	-1
COc1ccc(Cl)cc1NC(=O)COC(=O)CCNS(=O)(=O)c1cccs1	1	-9	-2	-1.6	0	-5	-10	7	-1	0
Cc1cccc(NS(=O)(=O)c2ccc(C(=O)NCC(c3ccccc3)N(C)C)cc2)c1C (centres undefined)	-1	1	6	0.9	5	3	9	-6	1	-2
Cc1cc(S(=O)(=O)NC(C)C)ccc1OCC(=O)Nc1ccc2c(c1)OCCO2	-2	-5	-1	-1.1	3	-3	4	-9	2	2
COCCNC(=S)NNC(=O)CSCc1ccc(Cl)cc1Cl	1	2	20	-1.1	1	2	-3	4	3	-2
Cc1oc(-c2ccc(-c3ccccc3)cc2)nc1CN(CCO)C(C)C	4	5	8	-1.1	4	4	-3	-35	-7	-1
Cc1occc1C(=O)NCc1nc(-c2ccc(Cl)cc2)no1	2	-3	2	1.9	-4	5	-6	-4	1	-1
COc1ccc(N2CCN(CC(O)COc3c(OC)cccc3OC)CC2)cc1 (centres undefined)	2	2	4	-1.7	-3	-3	-7	8	-2	0
CN1C(=O)C2C(c3ccc(N(C)C)cc3)NN(Cc3ccccc3)C2C1=O (centres undefined)	2	10	3	-1.0	3	-4	5	5	1	-3
CC1CCCC(NC(=O)CN(C)S(=O)(=O)c2cccc3cccnc23)C1C (centres undefined)	0	-3	-3	-2.1	2	4	1	-4	3	0
O=C1c2ccccc2NC(c2ccc(-c3ccc(Br)cc3)o2)N1O (centres undefined)	1	-6	8	0.1	-6	-1	-5	24	1	-2
Cc1cc2ccccc2c(=O)n1CC(=O)Nc1ccc2c(c1)OCCO2	-1	-2	-6	-1.9	-5	-1	-4	-1	-1	1
Cc1ccc(OCCn2c(=S)[nH]c3c(N)ncnc32)cc1	-3	7	-5	-0.6	6	0	7	7	4	0
Cn1c(=O)[nH]c(=O)c2c1nc(N)n2Cc1ccccc1	-3	5	4	0.1	-2	0	-5	4	-7	-2
COc1ccc(-c2cc(C(=O)Nc3cccnc3)no2)cc1OC	-2	-6	5	-2.6	-9	-1	-5	-1	-2	-2
O=C1OCCN1C(=O)[C@H]1[C@H](c2ccccc2)C(c2cccc(Cl)c2)=NN1c1ccc(Br)cc1	2	-9	1	3.2	7	6	-1	-29	-5	-1
COc1cc(/C=C(/NC(=O)c2ccccc2)C(=O)Nc2cccc(O)c2)c([N+](=O)[O-])cc1OC	4	3	6	-1.3	-1	-5	3	-2	0	2
CSc1ccccc1C(=O)OCC(=O)NCCN1C(=O)CSC1=O	-5	-3	9	0.2	-7	-5	5	7	4	1
COc1cc(-c2nc(CN3CCCCC3CCNC(C)=O)c(C)o2)ccc1F (centres undefined)	4	-5	-7	-0.8	-2	-9	-8	2	-3	2
COc1ccc(/C=C2/N=C(SC3CCOC3=O)N(c3cccc(OC)c3)C2=O)cc1 (centres undefined)	-6	-9	-9	-1.1	-14	4	3	-23	6	1
CCc1ccc(S(=O)(=O)NCCc2cn3ccccc3n2)s1	6	1	3	-0.2	-4	3	-1	3	3	0
O=C(NCC1CCCO1)c1cc(S(=O)(=O)N2CCOCC2)c(Cl)cc1Cl (centres undefined)	-1	5	3	-1.5	2	-3	-1	-3	-1	23*
CCc1ccc(N2C(=O)c3sc4nnc(-c5ccccc5)c(=O)n4c3C2=O)cc1	0	-13	6	-1.7	1	-1	1	-21	5	-1
CCC(C)[C@H](NC(=O)[C@@H]1CSC2c3ccccc3C(=O)N21)C(=O)N1CCCCC1 (some centres undefined)	2	-2	-11	-1.9	4	0	-2	1	-2	0
O=C(NCc1ccc2[nH]c3c(c2c1)CCCC3)c1ccc(S(=O)(=O)N2CCCC2)cc1	0	-3	-1	2.1	-9	-6	-9	2	4	-1
COC(=O)CNC(=O)c1c(C)cc(=O)oc1C	2	6	3	-0.8	6	1	1	-7	-1	7
CCOC(=O)CSc1nnnn1-c1cc(OC)c(Cl)cc1OC	0	10	-1	-2.1	6	11	2	5	-2	1
COCCn1c(C(=O)N(C)C)cc2c1C[C@H]1CN(C(=O)c3ccccc3)[C@@](Cc3ccc(F)cc3)(C(=O)OC)[C@@H]21	8	-5	0	-0.9	-5	6	-4	·	-3	0
Cc1c(NC(=O)CSc2ccccc2C(=O)Nc2cccnc2)c(=O)n(-c2ccccc2)n1C	1	9	-2	-0.2	-9	0	-9	1	-2	-7
COc1ccc(C(=O)NC2CCC(O)CC2)cc1S(=O)(=O)NCc1ccc(Cl)cc1 (centres undefined)	-4	-8	4	0.5	3	0	2	-4	5	1
CCCCn1c(SCC(=O)Nc2nnc(CC)s2)nc2ccccc2c1=O	-1	-1	-8	1.4	0	-6	3	0	1	2
CC(C)c1ccc(C(O)P(=O)(OCc2ccccc2)c2ccc(N(C)C)cc2)cc1 (centres undefined)	-10	1	-13	-0.5	6	-5	-2	-9	0	1
O=C1NC[C@H](Cc2ccccc2)N(CC2CCN(CCC34CC5CC(CC(C5)C3)C4)CC2)C1=O	0	-11	-2	0.6	10	1	-1	3	4	0
CCC(=O)N1CCc2cc(S(=O)(=O)N(C)c3ccc(Br)cc3)ccc21	-3	-8	14	-0.4	0	1	6	-5	0	-1

2 records picked at random from the list so far:
SMILES	LEDGF integ inh	SIAE inh	TDP2 inh	PG9 binder	ABHD4 inh	TCR-CD3 inh	Tn7 DDE FP	HTRA1 inhibitor	PRMT1 FP inh	UHRF1 MBD2 ctr
O=C1NC[C@H](Cc2ccccc2)N(CC2CCN(CCC34CC5CC(CC(C5)C3)C4)CC2)C1=O	0	-11	-2	0.6	10	1	-1	3	4	0
CCC(=O)N1CCc2cc(S(=O)(=O)N(C)c3ccc(Br)cc3)ccc21	-3	-8	14	-0.4	0	1	6	-5	0	-1

New compounds follow:
SMILES	LEDGF integ inh	SIAE inh	TDP2 inh	PG9 binder	ABHD4 inh	TCR-CD3 inh	Tn7 DDE FP	HTRA1 inhibitor	PRMT1 FP inh	UHRF1 MBD2 ctr
Cc1cc(C)cc(COc2ccc3c(C)c(CC(=O)O)c(=O)oc3c2C)c1	1	-5	15	-1.5	6	4	5	-6	1	2
Cc1c(Cl)cccc1NC(=O)c1nc(C)n(-c2cc(OC(C)C)c(Cl)cc2Cl)n1	2	-8	2	-0.1	-18	0	-1	-34	-2	5
Cc1cccc(C)c1NC(=O)CSc1nnc(-c2ccncc2)n1Cc1ccco1	0	6	5	0.6	11	-1	-6	3	-1	1
C[C@H]1CN([C@@H](C)CO)C(=O)c2cc(-c3cccc(F)c3)cnc2O[C@@H]1CN(C)S(C)(=O)=O	4	-6	-6	0.2	-1	2	-1	2	-2	-2
O=C(NCCS(=O)(=O)N1CCN(c2cccc(Cl)c2)CC1)C1CCCC1	1	0	-26	-2.5	-3	10	-1	-5	-8	1
C[C@H](CO)N1C[C@H](C)[C@@H](CN(C)Cc2ccc(O)cc2)OCc2cnnn2CCCC1=O	2	1	1	0.2	-1	-6	-8	5	-4	1
COC(=O)c1ccc(NC(=O)c2ccccc2-c2ccccc2C(=O)O)cc1	-7	-8	-11	0.5	-4	-2	0	1	6	5
Cc1cc2nc(=O)c(/C=C3\C=Nc4ccccc43)c(N)n2o1	4	-16	-8	-0.2	-8	3	2	·	-4	-2
Cc1nc2cc(NC(=O)c3cccc(S(C)(=O)=O)c3)ccc2o1	-6	0	-8	0.0	-1	-5	3	1	3	1
O=C(Nc1ccc(Oc2ccccc2)cc1)C1CCCN(c2ncccn2)C1 (centres undefined)	-4	-7	-10	3.5	-10	-4	-5	6	6	2
C#CCOCCOCCOCCNc1nc(N2CCN(C(=O)[C@H](CCCCN)n3cc(CN)nn3)CC2)nc(N2CCN(C(=O)[C@H](CC(N)=O)n3cc(C(N)[C@H](C)CC)nn3)CC2)n1 (some centres undefined)	0	0	5	0.6	1	4	3	-5	-1	18

Assay outcomes deposited in PubChem by The Scripps Research Institute Molecular Screening Center.
